# HTT cytoprotect: protects HTT-Q103 PC12 cells, measured by ATP; PC12 HTT-Q103 induced, cytoprotection, ATP luminescence, 40 h; Potency, µM (series often up to 56.4 µM), inactives show cytoprotection (ATP increase), actives largely listed as activators; hit rate 0.14% among 230,000;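 note: potency is the fitted concentration of half-maximal effect; % of control where 0% means no effect; nearly all actives have a fitted effect of over 45% in size; toxic huntingtin expression switched on by the ecdysone agonist tebufenozide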
#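 Compounds added alongside 100 nM tebufenozide, which induces toxic Q103 huntingtin exon 1-GFP in stable PC12 cells; surviving cells quantified by luminescent ATP measurement. Medium: phenol red-free DMEM, 5% equine and 5% calf serum.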
# LMNA splice mod: modulators of lamin A splicing; HeLa LMNA splicing GFP/RFP minigene ratio, 48 h; Potency, µM (top dose mostly 46.1 µM), for inactives: at the highest dose ratio change, negative = inhibition, actives largely listed as inhibitors; hit rate 0.01% among 200,000; active = well fitted inhibition curve with a large enough effect in the signal ratio, with a control signal flat, not every such curve was filed as active; inconclusive = small, poorly fitted or top-dose-only effect, or effect the other way, or a change in a side signal; the % refers to the signal ratio; note: potency is the fitted concentration of half-maximal effect; % is set by controls: 0 for no effect and ±100 for the full control effect
#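 S3 HeLa cells stably expressing lamin A-EGFP splicing minigene plus DsRed2, 600 cells/well, 48 h compound exposure at 37C. Laser-scanning cytometry; analysed as GFP (500-530 nm)/RFP (575-640 nm) total intensity ratio; 0.5% DMSO vehicle.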
# GAA spleen mod: inhibitors or activators of human alpha-glucosidase in spleen homogenate | P10253 | human spleen homogenate, 4-MU-alpha-glucoside fluorescence | Potency, µM (doses to about 79.9 µM), for inactives: top-dose activity change, negative = inhibition, actives largely listed as inhibitors | hit rate 0.006% among 240,000 | AID 2112;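 note: potency is the fitted concentration of half-maximal effect; 0% = enzyme with vehicle and -100% = no enzyme basal signal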
#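 Human spleen homogenate (1 ug) incubated with compounds and 1 mM 4-methylumbelliferyl-alpha-D-glucopyranoside in pH 5.0 citrate/phosphate buffer, 37 C, 40 min. Stopped at pH 10; 4-MU fluorescence (Ex 365/Em 440 nm); AC50 by Hill fit.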
# GAA glycogen mod: GAA glycogen-cleavage inhibition or activation. P10253. recombinant GAA, glycogen substrate, Amplex Red glucose oxidase fluorescence. Potency, µM (highest dose often 76.4 µM), inactives show top-dose activity change, negative = inhibition, hits mostly inhibitors. hit rate 0.38% among 300,000. AID 2100;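 note: potency is the fitted concentration of half-maximal effect; 0% = full enzyme reaction and -100% = no-enzyme basal signal; the screen sought inhibitors and activators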
#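 Recombinant human enzyme (4 nM); glycogen substrate; 37 C, 40 min, pH 5.0. Readout: coupled glucose oxidase/Amplex Red fluorescence.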
# CBFb-RUNX1 inh: CBF-beta/RUNX1 interaction disruption. AlphaScreen CBFb-His/RUNX1-biotin binding, biochemical. Potency, µM (doses to about 59.8 µM), without a hit: at the highest dose activity, negative = inhibition, most hits filed as inhibitors. 230,000 tested, under 10 active; note: % of control where 0% means no effect
# Target sequence (Q01196 whole entry, looked up): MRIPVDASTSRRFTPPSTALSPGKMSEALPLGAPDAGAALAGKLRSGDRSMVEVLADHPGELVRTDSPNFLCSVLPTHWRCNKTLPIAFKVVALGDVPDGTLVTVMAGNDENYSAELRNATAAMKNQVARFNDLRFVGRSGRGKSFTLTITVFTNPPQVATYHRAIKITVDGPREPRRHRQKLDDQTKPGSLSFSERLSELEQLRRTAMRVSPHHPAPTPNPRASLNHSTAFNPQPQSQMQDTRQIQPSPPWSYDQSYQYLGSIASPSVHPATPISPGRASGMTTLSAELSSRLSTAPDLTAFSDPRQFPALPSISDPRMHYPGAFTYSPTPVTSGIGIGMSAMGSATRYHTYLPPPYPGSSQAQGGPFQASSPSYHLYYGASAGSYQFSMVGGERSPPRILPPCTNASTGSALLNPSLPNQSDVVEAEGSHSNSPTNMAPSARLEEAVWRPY
# Target sequence (Q13951 whole entry, looked up): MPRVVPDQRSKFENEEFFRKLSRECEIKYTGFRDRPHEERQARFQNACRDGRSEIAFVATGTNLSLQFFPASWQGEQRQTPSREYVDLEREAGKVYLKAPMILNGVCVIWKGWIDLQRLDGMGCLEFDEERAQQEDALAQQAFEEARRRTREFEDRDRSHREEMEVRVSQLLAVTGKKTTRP
#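 Interaction loss through any mechanism counts as activity. Pre-formed complex of His-CBF-beta and biotin-RUNX1 (30 nM apiece) is incubated with compound 15 min, then with 50 ng nickel and 50 ng streptavidin beads for 90 min before AlphaScreen detection.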
# HTT aggregate: reduces HttQ103-GFP aggregates in PC12 cells; PC12 HttQ103-GFP aggregates, Acumen cytometry, 40 h; Potency, µM (doses to about 46.1 µM), inactives show at the top dose activity change, negative = inhibition, most hits filed as inhibitors; hit rate 1.1% among 220,000; AID 1688; note: potency is the fitted concentration of half-maximal effect; % is set by controls: 0 for no effect and ±100 for the full control effect; nearly all actives have a fitted effect of over 60% in size
#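 Steps: seed 1500 PC12 HTTQ103-GFP cells/well; add tebufenozide, 100 nM final; add compound titration; add ATPLite reagent; quantify GFP aggregates by laser scanning cytometry.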
# GAA inhib: blocks human lysosomal alpha-glucosidase; P10253; purified human GAA, 4-MU-alpha-glucoside fluorescence; Potency, µM (series often up to 76.9 µM), inactives show top-dose activity change, negative = inhibition, hits mostly inhibitors; hit rate 0.005% among 200,000;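 note: potency is the fitted concentration of half-maximal effect; plate controls were uninhibited enzyme wells for no effect and no-enzyme background for full effect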
#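 Endpoint fluorogenic read: 20 min room-temperature reaction of 4 nM human alpha-glucosidase with 400 uM 4-methylumbelliferyl-alpha-D-pyranoside, pH 5.0, quenched with 1M NaOH/1M glycine pH 10. AC50 from Hill modeling.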
# * hit, by the source's call; ? = inconclusive; / = no result given; [ ] = remark or other dose. Unless noted, calls come from the whole dose curve; as a rule, active = well fitted curve in the direction sought with a large enough effect; inconclusive = small, poorly fitted or top-dose-only effect, or another doubt; inactive = no such curve, though single readings can be large; an effect the other way counts as inactive or inconclusive. This is a random part of the collection; about 1.5% have a hit in one of these screens.
# Values run as follows: LMNA splice mod	HTT cytoprotect	GAA inhib	CBFb-RUNX1 inh	GAA spleen mod	HTT aggregate	GAA glycogen mod
- O=C1c2ccccc2C(=O)N1CSc1ncccn1
→ -4%	-6%	5%	2%	0%	7%	9%
- CC1(C)CC(=O)C(C2C3=C(CC(C)(C)CC3=O)Oc3ccccc32)=C(O)C1 (stereo not drawn)
→ 6%	-14%	-12%	-4%	0%	4%	12%
- Cn1c(SCc2nc3cc(C(=O)O)ccc3c(=O)[nH]2)nnc1C(F)(F)F
→ 16%[46 µM]	9%	2%	14%	2%	8%	-16%
- Cc1sc(N/N=C/c2ccco2)nc1-c1ccccc1
→ ?	-3%[10 µM]	?	-22%	0%	10%	?
- COc1cc(C)nn1-c1ccc(Cl)cc1
→ /	-29%	3%	5%	4%	20%	-7%
- CCC1CCCCN1CCCNC(=O)CNC(=O)Cn1ccc2ccccc2c1=O (stereo not drawn)
→ -1%	-1%	?	3%	-9%	22%	1%
- C/C(=N\NC(N)=O)C1CC(CC(C)C)C(=O)O1 (stereo not drawn)
→ /	?	-1%	11%	/	-8%	-6%
- CCCCCCC1CC(/C(C)=N\NC(N)=O)OC1=O (stereo not drawn)
→ 1%	/	11%	1%	4%	-1%	-6%
- CN1C(=S)SC(C)(C)C1/[N+]([O-])=C/c1cccnc1 (stereo not drawn)
→ -4%	-6%	-3%	4%	-5%	-26%	3%
- COc1cc(OC)cc(C(=O)NNC(=S)NCc2ccco2)c1
→ ?	-3%[10 µM]	9%	1%	2%	-1%	?
- Cc1ccc(Cn2c(Sc3nnc(C)s3)nc3c2c(=O)[nH]c(=O)n3C)cc1
→ 6%	?	-6%	3%	4%	4%	1%
- Cc1cccc(NS(=O)(=O)Cc2ccccc2)n1
→ 4%	20%[10 µM]	4%	8%	-5%	-10%	7%
- O=C(/C=C/c1cccs1)Nc1scc(-c2ccccc2)c1C(=O)O
→ -2%[9.22 µM]	-143%[inhibitor]	-8%	-10%	-8%	-16%	0%
- O=C(NCc1ccc2c(c1)OCO2)C1CC(=O)N(C2CCCCCCC2)C1 (stereo not drawn)
→ 13%	-9%	0%	1%	-3%	-16%	11%
- O=C(NCc1ccc(OC(F)(F)F)cc1)C1CC(c2ccccc2C(F)(F)F)=NO1 (stereo not drawn)
→ /	-3%[10 µM]	/	19%	-5%	?	-21%
- CC(=Nc1ccc(C)c(C)c1)C1=C(O)CCC1=O
→ 6%	-12%	2%	-2%	-2%	15%[9.22 µM]	3%
- NC(=O)CSc1ncnc2c1nnn2Cc1ccc(F)cc1
→ -2%[46 µM]	?	-7%	10%	/	?	0%
- CC(C)(C)C(=O)N(Cc1ccc(Cl)cc1)Cc1cccnc1
→ /	5%[10 µM]	?	13%	0%	9%[9.22 µM]	10%
- COC(=O)CNC(=O)C1(CC(C)C)C=CCN1C(=O)c1ccccc1 (stereo not drawn)
→ /	-6%	/	5%	0%	/	/
- CC(C)(C)NC(=O)C(Cc1ccccc1)NS(=O)(=O)c1cccc2nsnc12 (stereo not drawn)
→ -10%	10%[10 µM]	0%	-3%	1%	-8%	-1%
- CCOc1cccc2sc(N(CCCN(C)C)C(=O)Cc3ccccc3)nc12
→ -16%[46 µM]	-43%[inhibitor]	-15%	4%	/	-5%	0%
- CN(C)c1ncnc2ccc(-c3ccccc3C(F)(F)F)cc12
→ ?	-6%	/	/	9%	/	/
- CCOC(=O)c1c(C)c(C(=O)Nc2cc(F)ccc2F)c(C)n1C
→ -21%	-9%[10 µM]	-8%	-3%	-14%	-13%	11%
- C#CCn1c(S(=O)(=O)Cc2ccc(OC)cc2)nc(-c2ccccc2)c1-c1ccccc1
→ -6%	-45%[inhibitor]	-3%	-9%	-5%	-7%	-4%
- CC1(C)Cc2c(sc3ncn(N)c(=N)c23)CO1
→ 0%	22%	1%	-1%	-3%	-21%	10%
- CCOC(=O)COn1c(=O)c(-c2cccs2)[n+]([O-])c2ccccc21
→ 5%	-9%	-1%	-3%	-11%	21%	6%
- COc1ccc(C(C)=O)cc1CSc1nc2ccccc2c(=O)n1-c1ccccc1
→ -1%	-11%[10 µM]	3%	-2%	4%	5%	4%
- Cc1cc(Cl)ccc1OCCCC(=O)NC1CCN(C)CC1
→ 1%	0%	-6%	?	-1%	8%	-10%
- C=CCn1c(SCC(=O)N2CCOCC2)nc(O)cc1=O
→ 12%	7%	-6%	-4%	4%	?	3%
- Cc1ccc(-n2c(=O)c(C#N)cc3c(=O)n4ccccc4nc32)cc1C
→ 8%	15%	?	2%	-3%	-4%	-10%

# Quoted at random: 3 compounds from above.
# Values run as follows: LMNA splice mod	HTT cytoprotect	GAA inhib	CBFb-RUNX1 inh	GAA spleen mod	HTT aggregate	GAA glycogen mod
- C=CCn1c(SCC(=O)N2CCOCC2)nc(O)cc1=O
→ 12%	7%	-6%	-4%	4%	?	3%
- Cc1cc(Cl)ccc1OCCCC(=O)NC1CCN(C)CC1
→ 1%	0%	-6%	?	-1%	8%	-10%
- CCOc1cccc2sc(N(CCCN(C)C)C(=O)Cc3ccccc3)nc12
→ -16%[46 µM]	-43%[inhibitor]	-15%	4%	/	-5%	0%

# Additional structures follow.
# Values run as follows: LMNA splice mod	HTT cytoprotect	GAA inhib	CBFb-RUNX1 inh	GAA spleen mod	HTT aggregate	GAA glycogen mod
- Cc1ccc(NC(=O)NCCN2C(=O)C3C4C=CC(C4)C3C2=O)cc1 (stereo not drawn)
→ 7%	-36%[inhibitor]	-2%	-1%	1%	9%	3%
- CCC(=O)N=c1ccn(C2=Nc3ccccc3NC2=C(C#N)C#N)cc1
→ /	7%[10 µM]	-11%	0%	-8%	6%[9.22 µM]	2%
- NCCC[C@@H](CC(=O)N[C@@H]1CCNC[C@H]1C(=O)N[C@H](CC(=O)N[C@@H](CCC(=O)O)CC(=O)O)Cc1ccccc1)NC(=O)C[C@H](Cc1c[nH]c2ccccc12)NC(=O)[C@@H]1CNCC[C@H]1N
→ /	-2%[1.9 µM]	/	-5%	-9%	/	/
- O=c1oc2ccccc2c2c1nc(C(F)(F)F)n2-c1ccccc1
→ -2%	-3%	3%	-12%	10%	26%	-13%
- CC(C)(C)NC(=O)C(c1ccncc1)N(C(=O)CNC(=O)c1ccco1)c1ccc2c(c1)OCO2 (stereo not drawn)
→ 5%	1%	-3%	-30%	4%	-11%[9.22 µM]	-19%
- CCCCn1c(SCC(=O)c2ccc3c(c2)OCCO3)nnc1-c1ccoc1C
→ -1%	0%[10 µM]	0%	2%	-9%	-2%	0%
- O=C(Nc1ccc2c(c1)nc1n2CCCCC1)c1cc(S(=O)(=O)N2CCOCC2)ccc1Cl
→ ?	-12%[10 µM]	-6%	5%	-8%	-5%[9.22 µM]	-2%
- COC(=O)c1ccccc1-n1cccc1C(=O)NP(=O)(N1CCOCC1)N1CCOCC1
→ /	/	-2%	-5%	-3%	4%	-2%
- C=CCN=c1scc(-c2ccccc2)n1/N=C/c1ccccn1
→ ?	-8%[10 µM]	7%	?	-9%	?	-23%
- COc1ccccc1NC(=O)c1ccc(C(=O)c2ccccc2)o1
→ -25%[46 µM]	/	2%	5%	-2%	-15%	-5%
- Cc1ccc(C(=O)NCc2ccco2)cc1S(=O)(=O)Nc1cccc(Cl)c1
→ 3%	-10%	1%	-1%	-3%	26%	-9%
- O=C(Cn1c(=O)[nH]c2ccsc2c1=O)NC1CCCCCC1
→ 3%	?	-9%	3%	9%	-20%	4%
- COc1ccc(CN2CN(C3CCCC3)CSC2=S)cc1
→ /	-20%	8%	-5%	-6%	?	?
- CCOC(=O)c1c(C)[nH]c(C)c1C(=O)COC(=O)c1cc(OC)cc(OC)c1
→ 3%[46 µM]	12%	-6%	-8%	-1%	5%	-6%
- Cc1ccc(SCCC(=O)Nc2c(C)n(C)n(-c3ccccc3)c2=O)cc1
→ -2%	-4%	1%	-1%	-10%	-7%	7%
- Cc1ccc(C)c(OCC(=O)NC(Cc2c[nH]c3ccccc23)C(=O)O)c1 (stereo not drawn)
→ ?	5%[10 µM]	5%	-4%	9%	21%[9.22 µM]	8%
- CNC(=O)CN(C)S(=O)(=O)c1ccc(OC)c(Cl)c1
→ 2%	-4%	?	3%	-2%	2%	2%
- CCCOc1ccc(OCCOCCN2CCc3ccccc3C2)cc1
→ -4%	-40%[inhibitor]	-10%	-4%	-3%	-3%	2%
- C=CCNC(=S)/C(=C(\[O-])c1ccc(Cl)cc1)[n+]1ccccc1
→ /	3%[10 µM]	-14%	?	-12%	4%[9.22 µM]	-17%
- O=C(Cc1ccccc1)NC(Nc1ccccc1)C(Cl)(Cl)Cl (stereo not drawn)
→ 0%	11%	-7%	4%	2%	-24%	5%
- Cc1cccc(C(=O)NC(=S)NNC(=O)c2ccccc2Cl)c1
→ ?	/	-3%	-21%	-7%	-5%	-5%
- CN(C)c1ccc(P(=O)(Nc2cccc(C(F)(F)F)c2)N2CCOCC2)c(NC(=O)c2cccs2)c1 (stereo not drawn)
→ -4%	-5%[1.9 µM]	-9%	1%	6%	13%	-1%
- O=[N+]([O-])c1cccc(CSc2nc3ccccc3[nH]2)c1
→ -7%	9%[10 µM]	2%	-6%	2%	?	1%
- N=C1c2c(cc(=O)n3c2[nH]c2ccccc23)CN1CCN1CCOCC1
→ ?	-8%	/	-28%	-1%	-5%	-3%
- Cc1nc2cc(NC(=O)NCc3ccc4c(c3)OCO4)ccc2o1
→ -12%	-9%[0.074 µM]	-10%	-5%	11%	-3%	2%
- NCCC[C@@H](CC(=O)N[C@@H]1CCCC[C@H]1C(=O)N[C@H](CC(=O)N[C@@H](CCC(=O)O)CC(=O)O)Cc1c[nH]c2ccccc12)NC(=O)C[C@H](Cc1ccccc1)NC(=O)[C@@H]1CCCC[C@H]1N
→ /	16%[1.9 µM]	/	14%	7%	/	/
- O=S(=O)(c1ccc2c(c1)C(=NO)c1cc(S(=O)(=O)N3CCCCC3)ccc1-2)N1CCCCC1
→ ?	-135%[inhibitor][10 µM]	-4%	2%	-8%	?	0%
- Clc1ccc(SCc2csc(N3CCOCC3)n2)cc1
→ /	10%[10 µM]	-1%	1%	1%	11%[9.22 µM]	0%
- Cc1[nH]c2ccccc2c1CCN(Cc1cccs1)C(=S)Nc1ccccc1
→ -12%[9.22 µM]	-22%	-4%	-15%	-4%	-18%	-28%
- Cc1cc(N2CCOCC2)c2c(N)c(C)cc(C)c2n1
→ 12%	-19%	-4%	0%	-6%	-5%	-7%

# Source: PubChem BioAssay (National Center for Advancing Translational Sciences (NCATS))
